Bioassay records: PubChem, several laboratories
RT RNaseH block – blocks HIV-1 RNase H cleavage of RNA/DNA duplex. RT-RNase H RNA/DNA duplex cleavage, fluorescence. AID 565. 65,000 compounds, 1.9% hits. P04585. inhibition, % at 10 µM; in the data active means inhibition above about 50%
RmlC RmlD mix – inhibitors of RmlC and RmlD coupled enzymes; RmlC/RmlD coupled enzyme inhibition, 384-well mixture HTS; inhibition, % at 5.5 µM; 110,000 compounds, 0.39% hits; AID 1532; in the data active means inhibition above about 30%, passing the limit was not always enough; further: strong numbers were not always called active
* = called active by the depositor; . = not tested or not shown.

SMILES | RT RNaseH block | RmlC RmlD mix
O=C(COc1ccc(S(=O)(=O)N2CCCC2)cc1Cl)NC1CC1 | -1 | 9
COc1cc(NC(=O)c2ccccc2)c(OC)cc1NC(=O)CN1CCOCC1 | 0 | 7
COCCCn1c(SCC(=O)N2CC(=O)Nc3ccccc32)nnc1-c1ccoc1C | -2 | -5
CCOC(=O)N1CCN(C(=O)Cc2ccsc2)CC1 | -12 | -11
CS(=O)(=O)N(CC(=O)Nc1ccccc1)Cc1ccc(Cl)cc1 | . | -1
COc1cc(CNCCc2ccc(S(N)(=O)=O)cc2)ccc1OCC(=O)NC1CCCCC1 | . | 8
Cc1cc2cc3c(cc2nc1SCC(=O)Nc1c(C)cccc1C)CCC3 | . | 8
CCc1ccc(-n2c(O)cnc2Nc2nc(C)cc(C)n2)cc1 | -6 | 3
COc1ccc(S(=O)(=O)NCc2ccccn2)cc1 | . | 8
NC(=O)CSc1nnc(-c2ccc(S(=O)(=O)N3CCCC3)cc2)n1CC1CCCO1 (stereo not given) | -2 | 9
CCN(CC)C(=O)Cn1nc(-c2ccccc2O)nc1SCC(=O)Nc1ccc(OC)cc1 | -5 | -13
CCOc1ccc(Nc2oc(-c3cccc(Cl)c3)nc2C#N)cc1 | . | 36*
O=C(Nc1ccc(Cl)c([N+](=O)[O-])c1)c1ccc(NCCCN2CCOCC2)c([N+](=O)[O-])c1 | . | 5
Cc1cccc(NC(=O)c2ccccc2O)c1C | -1 | 3
Nc1ccc(Sc2cnn(-c3ccccc3)c(=O)c2Cl)cc1 | . | -5
Cc1[nH]c(=O)[nH]c(=O)c1S(=O)(=O)N1CCCC1 | 6 | 6
Cc1ccc(CCNC(=O)C2CCN(S(=O)(=O)c3cccc4nsnc34)CC2)cc1 | -6 | 6
COc1ccc(-c2nnc(-c3cccnc3)o2)cc1 | . | 22
CCCCN(C(=O)NC(=O)Nc1nc2ccc(OC)cc2s1)S(C)(=O)=O | -7 | -13
O=C1CC(Nc2ccccc2)C(=O)N1c1ccc(N2CCOCC2)cc1 (stereo not given) | -1 | -3
Brc1ccc(Oc2ncc(CN3CCOCC3)s2)cc1 | . | -6
CN(CCc1ccccn1)S(=O)(=O)c1ccc(F)cc1 | -18 | 19
Nc1nc2nc(SCC(=O)N3CCCc4ccccc43)[nH]c2c(=O)[nH]1 | 2 | 1
CN1C(=O)CSc2ccc(NC(=O)Nc3ccccn3)cc21 | 10 | -10
COC(=O)C1C2C=CC3(CN(Cc4cccs4)C(=O)C13)O2 (stereo not given) | 1 | -11
NC(=O)c1ccccc1N | . | 19
CCOC(=O)c1c(C)n(C)c2ccc(OC)c(NC(=O)CCN3CCSCC3)c12 | 2 | 2
COc1ccc(-c2nc3c(n2O)CCCC3=O)cc1OC | 1 | 9
CS(=O)c1nc(-c2ccc(Br)cc2)cc(-c2ccccc2)c1C#N (stereo not given) | -35 | -10
CCc1c(C)nc(SCC(=O)c2ccc(C)c(C)c2)[nH]c1=O | -86 | 0
CC(C)CN(CC(C)C)C(=O)Cc1coc2ccc3ccccc3c12 | . | 6
O=C(O)c1ccccc1-c1ccccc1C(=O)NCCCO | . | 6
Cc1cn(C)c(=O)n(C)c1=O | . | -3
CCc1ccc(C2CC(c3ccccc3Cl)Nc3nc(N)nn32)cc1 (stereo not given) | -3 | 8
Cc1ccc(Oc2ccc(NC(=O)c3ccco3)cc2)cc1 | -1 | 3
Cc1ccc(SCc2cc(=O)[nH]c(N3CCN(Cc4ccccc4)CC3)n2)cc1 | -66 | 17
COc1cccc(Nc2nc(-c3sc(NC(=O)CC(C)C)nc3C)cs2)c1 | . | -40
COc1cc(O)c2c(=O)c3c(OC)c(O)ccc3oc2c1 | . | -19
CCOc1ccccc1-n1c(SCC(=O)N(CC)CC)nnc1-c1ccccn1 | -3 | 1
CCOc1ccc(N2C(=O)CC(/C=C3/N(C)c4ccccc4C3(C)C)C2=O)cc1 (stereo not given) | 11 | .
Oc1ccc(CN2CCc3ccccc3C2)c2cccnc12 | . | -8
O=C(NCc1ccccn1)c1cccc([N+](=O)[O-])c1 | . | 9
Cc1sc2ncnc(SCC(=O)N3CCCC3)c2c1C | -13 | 8
CCOC(=O)N1CCc2c(sc(NC(C)=O)c2C(N)=O)C1 | -18 | 5
Cn1nc(C(=O)NC2CCCCC2)c2ccccc2c1=O | -15 | -15
Cn1cc(-c2nnnn2-c2ccccc2)c(=O)c2ccccc21 | . | 18
O=C(Nc1ccc2[nH]c3c(c2c1)CCCC3)c1ccco1 | 20 | -9
Cn1cc(C(=O)c2ccccc2)c2ccccc21 | -44 | -3
COc1ccc(C(C(=O)NC(C)(C)C)N(Cc2ccco2)C(=O)CCC(=O)Nc2cc(C)on2)cc1 (stereo not given) | 1 | 14
Cc1ccc(-c2csc(NC(=O)CSc3nc(C)cs3)n2)cc1 | . | 0
CCOC(=O)c1c(NC(=S)Nc2ccccc2)sc(C)c1C | . | -6
O=C(CCCSc1nc2ccccc2s1)NCc1ccco1 | -23 | -8
Cc1ccc(C(=O)C(C)OC(=O)C2=COCCO2)cc1C (stereo not given) | -56 | 10
COc1cc(C2C(C(=O)c3ccc(C)o3)=C(O)C(=O)N2c2cc(C)on2)cc(Br)c1O (stereo not given) | 14 | 13
Cc1scc(C(=O)Nn2cnnc2)c1-c1ccccc1 | -6 | -13
Cc1ccc(Cl)cc1N1CCN(C(=O)c2ccc(NS(=O)(=O)c3c(C)noc3C)cc2)CC1 | -15 | .
CCn1c(-c2csc(-c3ccccc3)n2)n[nH]c1=S | . | -6
Cc1ccc(S(=O)(=O)N2CCN(C3CCN(Cc4ccccc4)CC3)CC2)cc1 | -4 | 3
O=C(c1ccc(CNS(=O)(=O)c2ccccc2)cc1)N1CCN(c2ccccn2)CC1 | 63* | .
O=C(Nc1ccc2nc(-c3ccccc3)oc2c1)c1ccco1 | -5 | 4
Additional compounds
SMILES | RT RNaseH block | RmlC RmlD mix
Cc1ccc2cc(CN(C)C(=O)C3CCCO3)c(=O)[nH]c2c1 (stereo not given) | -1 | -14
CCc1ccc2[nH]c(=O)c(CN(CCCN3CCOCC3)C(=O)Nc3cccc(Cl)c3)cc2c1 | 7 | 23
O=C1C(Cl)=C(N2CCCCC2)C(=O)N1c1ccccc1Cl | 72* | -5
COc1ccccc1NC(=O)N1c2ccc(F)cc2CCC1C (stereo not given) | -62 | 4
CCCCOC(=O)c1ccc(NC(=O)c2ccoc2C)cc1 | 5 | -3
O=C(Nc1ccc(Oc2ncccn2)cc1)c1ccco1 | 0 | 17
COC(=O)c1cc(OC)c(OC)cc1NC(=O)CSc1nnnn1Cc1ccccc1 | -51 | -5
CCC1(C)N=C(c2ccc3c(c2)OCO3)CC(c2ccccc2O)N1 (stereo not given) | . | 12
CCc1cc(=O)oc2cc(C)cc(OCc3nn[nH]n3)c12 | -5 | 18
Cc1cc(=O)n2nc(N3CCCC(C(=O)NCCCN4CCc5ccccc5C4)C3)sc2n1 (stereo not given) | -7 | .
Cc1ccc(C(=O)N[C@@H](C)CN2C3=NC[C@H](Cc4ccccc4)N3C[C@H]2Cc2ccc(O)cc2)cc1Br | . | 11
COc1ccc(C(CC(=O)N2CCOCC2)c2c(O)cc(OC)cc2OC)cc1 (stereo not given) | . | 4
COC(=O)C1=C(c2ccccc2)C[C@@H]2CC[C@H]1N2C(=O)NCc1ccccc1 | . | 6
Cc1cc(=O)[nH]c(SCCOc2ccc3c(c2)CCC3)n1 | -12 | -7
CNCCCOc1ccc(C)cc1Br | . | 2
CSc1ccc(C2NC(=O)c3c(sc4c3CCN(C)C4)N2)cc1 (stereo not given) | -46 | .
O=C(Cn1nc(-c2ccc(Cl)cc2)ccc1=O)N1CCN(c2ccccc2)CC1 | -21 | .
CCN1CCN(C2=NC(=O)/C(=C/c3ccc(C)o3)S2)CC1 | . | 7
Cc1ccc(S(=O)(=O)N(C)CC(=O)Nc2cccc3c2CCCC3)cc1 | . | 12
Nc1nc(SCC(=O)N2CCCC2)[nH]c(=O)c1NC(=O)c1ccco1 | . | 5
CC(C(=O)N1CCc2ccccc21)n1cccc1 (stereo not given) | . | 6
CCOC(=O)N1CCN(C(=O)CCSc2ccccc2)CC1 | -2 | 61
Cc1nn(C(=O)N2CCCCC2)c(C)c1CN1C(=O)c2ccccc2C1=O | -8 | 3
CCC(C)N1C(=O)CCC1C(=O)O (stereo not given) | . | -8
CC(=O)Nc1ccc(C(=O)N/N=C/c2ccccc2OC(=O)c2ccc(Cl)cc2)cc1 | . | -12
CCOC(=O)N1CCN(C(=O)CSc2nc3c([nH]c4ccccc43)c(=O)n2C)CC1 | 10 | -8
Cc1ccc(-c2nc(NCCN3CCOCC3)c3ccccc3n2)cc1 | -12 | 6
COc1ccc(S(=O)(=O)N(C)c2ccc(C(N)=O)cc2)cc1 | . | -86
Cc1cc(C(F)(F)F)n(-c2nc(C(=O)N/N=C/c3ccc(F)cc3)cs2)n1 | . | 11
CCOc1ccc(C(=O)COc2ccc(NC(C)=O)cc2)cc1 | . | -5
CC[C@@H]1C=C(C)C[C@H](C)C[C@H](OC)[C@H]2O[C@@](O)(C(=O)C(=O)N3CCCC[C@H]3C(=O)O[C@H](/C(C)=C/[C@@H]3CC[C@@H](O)[C@H](OC)C3)[C@H](C)[C@@H](O)CC1=O)[C@H](C)C[C@@H]2OC | . | -13
COCCOC(=O)C1=C(N)OC(C)=C(C(=O)OC)C12C(=O)Nc1ccccc12 (stereo not given) | -7 | 3
CCCSc1nc(N2CCOCC2)c2c(c1C#N)CC(C)(C)SC2 | . | 11
Cc1sc2ncn(CC(=O)OCC(=O)NC(C)(C)C)c(=O)c2c1C | -7 | 5
Cc1cc(N2C(=O)CCC2=O)ccc1NC(=O)c1cccs1 | . | 2
CCCn1nnc(NC(=O)C(C)Oc2ccc(Cl)cc2Cl)n1 (stereo not given) | -18 | 8
Cc1nn(C)c(C)c1S(=O)(=O)NC1CCCC1 | -9 | 3
O=C(O)c1ccc(NS(=O)(=O)c2cc(Cl)ccc2Cl)cc1 | -3 | 8
Cc1ccc(-n2c(=O)c(C#N)cc3c(=O)n4ccccc4nc32)cc1C | . | 79
COCCOC(=O)c1c(C)nc(SCC(=O)Nc2ccc(C)cc2)c(C#N)c1-c1ccco1 | 0 | .
CCOC(=O)C(C)n1cnc2c(nnn2Cc2ccc(C)cc2)c1=O (stereo not given) | -10 | -7
CCOC(=O)C1CCCN(c2c(NCCN3CCCCC3C)c(=O)c2=O)C1 (stereo not given) | . | 17
O=C(c1nc(-c2ccccc2)n(-c2ccccc2)n1)N1CCN(S(=O)(=O)c2ccccc2)CC1 | -13 | -4
CCOc1cc(NS(=O)(=O)c2ccc(OC)cc2)c(OCC)cc1NC(=O)c1ccco1 | . | 6
CCOc1cccc(-c2nnc3n2N=C(c2cc(OC)ccc2OC)CS3)c1 | -24 | 12
CCCCCCn1c(SCC(=O)Nc2cc(C)on2)nc2ccccc2c1=O | 47 | 5
COc1cc(C)c(CN2CCN(c3ccccc3)CC2)cc1C | 6 | 8
Cc1cccc(C)c1NC(=O)C(c1ccc(Cl)cc1Cl)N1CCCCC1 (stereo not given) | . | -9
COC(=O)C1=C(c2cc3ccccc3o2)C[C@@H]2CC[C@H]1N2C(=O)N1CCC(C)CC1 | . | -1
COc1ccc(-c2nc(C#N)c(NC(C)C)o2)cc1 | -13 | -2
COc1ccc(CCNc2ccc(C)cc2)cc1 | . | -7
CCOc1ccccc1NC(=O)Cn1nnc(C(=O)Nc2ccccc2Cl)c1N | -9 | .
COc1ccc(-c2nnc(SCC(=O)c3cccs3)o2)c(OC)c1 | -11 | -3
COC(=O)c1oc2ccc(Cl)cc2c1NC(C)=O | -9 | 3
Cc1ccc(NCC(=O)N/N=C\c2ccc([N+](=O)[O-])o2)cc1 | . | -8
C=CCNc1oc(-c2cccs2)nc1C#N | . | 108*
CC1=NN(/C(=N\c2nnc(C)s2)Nc2ccccc2)[C@H](c2cccc3ccccc23)S1 | . | -11
CN1/C(=C/C=C(/C#N)C(N)=O)C(C)(C)c2ccccc21 | . | -6
Cc1ccc2cc(C(c3nnnn3Cc3ccccc3)N3CCc4ccccc43)c(=O)[nH]c2c1 (stereo not given) | . | 10
COC(=O)c1cc(OC)c(OC)cc1NC(=S)N1CCN(c2ccccc2)CC1 | . | 4

Some of these compounds in order of number of heavy atoms, highest first.
SMILES | RT RNaseH block | RmlC RmlD mix
CC[C@@H]1C=C(C)C[C@H](C)C[C@H](OC)[C@H]2O[C@@](O)(C(=O)C(=O)N3CCCC[C@H]3C(=O)O[C@H](/C(C)=C/[C@@H]3CC[C@@H](O)[C@H](OC)C3)[C@H](C)[C@@H](O)CC1=O)[C@H](C)C[C@@H]2OC | . | -13
Cc1ccc(C(=O)N[C@@H](C)CN2C3=NC[C@H](Cc4ccccc4)N3C[C@H]2Cc2ccc(O)cc2)cc1Br | . | 11
O=C(c1nc(-c2ccccc2)n(-c2ccccc2)n1)N1CCN(S(=O)(=O)c2ccccc2)CC1 | -13 | -4
Cc1ccc(Cl)cc1N1CCN(C(=O)c2ccc(NS(=O)(=O)c3c(C)noc3C)cc2)CC1 | -15 | .
COC(=O)c1cc(OC)c(OC)cc1NC(=O)CSc1nnnn1Cc1ccccc1 | -51 | -5
Cc1ccc(CCNC(=O)C2CCN(S(=O)(=O)c3cccc4nsnc34)CC2)cc1 | -6 | 6
Cc1ccc(S(=O)(=O)N(C)CC(=O)Nc2cccc3c2CCCC3)cc1 | . | 12
CCC1(C)N=C(c2ccc3c(c2)OCO3)CC(c2ccccc2O)N1 (stereo not given) | . | 12
COc1ccc(-c2nnc(SCC(=O)c3cccs3)o2)c(OC)c1 | -11 | -3
Cn1cc(-c2nnnn2-c2ccccc2)c(=O)c2ccccc21 | . | 18
Oc1ccc(CN2CCc3ccccc3C2)c2cccnc12 | . | -8
O=C(Nc1ccc2[nH]c3c(c2c1)CCCC3)c1ccco1 | 20 | -9
Brc1ccc(Oc2ncc(CN3CCOCC3)s2)cc1 | . | -6
CCn1c(-c2csc(-c3ccccc3)n2)n[nH]c1=S | . | -6
COC(=O)c1oc2ccc(Cl)cc2c1NC(C)=O | -9 | 3
Cc1nn(C)c(C)c1S(=O)(=O)NC1CCCC1 | -9 | 3
CNCCCOc1ccc(C)cc1Br | . | 2
NC(=O)c1ccccc1N | . | 19

An excerpt; the hit share may differ from the screen's.
